Bioassay records deposited in PubChem by National Center for Advancing Translational Sciences (NCATS).
VP16 counter = VP16 counterscreen qHTS for inhibitors of ROR gamma transcriptional activity; Drosophila S2 Gal4-VP16 UAS-luciferase, luminescence, 20 h; Potency, µM (titrated, usually from 53.6 µM), for inactives: at the top dose activity, negative = inhibition, actives largely listed as inhibitors; 310,000 compounds, 3.5% hits;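 note: Gal4-VP16 expression switched on by copper sulfate through the metallothionein promoter; % is set by controls: 0 for no effect and ±100 for the full control effect; nearly all actives have a fitted effect of over 50% in size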
BRCA1 expr act = qHTS Assay to Identify Small Molecule Activators of BRCA1 Expression; Potency, µM (top dose mostly 46.1 µM), for the others: at the highest dose activation, most hits filed as activators; AID 624202, 2012; MCF7-BRCA1-FFLuc reporter, luminescence, 48 h; response scale: scaled: vehicle 0%, 10 µM genistein 100%; 380,000 compounds, 1.1% hits; note: nearly all actives have a fitted effect of over 80% in size; some results filed as inactive show a strong effect at the top dose
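48 h compound treatment of MCF7-BRCA1-FFLuc cells (phenol-red free MEM, 37 °C), then 15 min with luciferase substrate and luminescence imaging.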
p53 reactivator = qHTS assay for re-activators of p53 using a Luc reporter; 320,000 compounds, 0.063% hits; H1299 p53-A138V BP100-luciferase reporter, luminescence, 24 h; Potency, µM (series often up to 92.2 µM), inactives show at the top dose activity change, positive = activation, actives largely listed as activators; note: % of control where 0% means no effect; nearly all actives have a fitted effect of over 45% in size
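p53-null H1299 cells stably carrying temperature-sensitive p53-A138V and a BP100-luciferase reporter were pinned with compounds (4-point, 1:5 series) and held 24 hrs at 37 deg C. Luminescence was read 10 min after detection reagent.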
uPA generation = qHTS for Inhibitors of Cell Surface uPA Generation | cell surface uPA generation assay, qHTS | Potency, µM (highest dose often 38.3 µM), for inactives: at the top dose activity change, negative = inhibition, hits mostly inhibitors | 330,000 compounds, 0.31% hits; active = well fitted inhibition curve with a large enough effect; inconclusive = small, poorly fitted or top-dose-only effect; inactive = no such curve, though single readings can be large or run the other way; tested in mouse RAW 264.7 cells; note: % is set by controls: 0 for no effect and ±100 for the full control effect; nearly all actives have a fitted effect of over 55% in size
FLuc counter = qHTS profiling assay for firefly luciferase inhibitor/activator using purifed enzyme and Km concentrations of substrates (counterscreen for miR-21 project); Potency, µM (highest dose often 57.5 µM), without a hit: top-dose activity change, negative = inhibition, actives largely listed as inhibitors; 360,000 compounds, 6.9% hits; Luciferin 4-monooxygenase (Photinus pyralis), P08659; AID 588342, 2011; purified FLuc, Km substrates, luminescence inhibition;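 note: plate controls were vehicle for no effect and reference inhibitor for full effect; nearly all actives have a fitted effect of over 55% in size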
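Biochemical qHTS of compounds, final roughly 60 µM downward over six points, against 10 nM purified firefly luciferase using Km concentrations of substrates (10 uM D-luciferin, 10 uM ATP) in Tris acetate pH 7.5 buffer; luminescence output.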
Rab9 promoter act = qHTS Assay for Rab9 Promoter Activators; Huh7 Rab9 promoter-luciferase reporter, luminescence, 24 h; Potency, µM (series often up to 9.22 µM), inactives show at the top dose activation, negative = inhibition, actives largely listed as activators; AID 485297, 2010; 320,000 compounds, 2.8% hits; note: % of control where 0% means no effect; nearly all actives have a fitted effect of over 60% in size
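Cells were plated at 1500 per well in reduced-serum medium with 10% FBS and left 2 h. Compound in DMSO was then added for 24 h at 37 °C. Reporter signal was read by luminescence after 10 min with luciferase detection reagent.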
NPC1 prom act = qHTS Assay for NPC1 Promoter Activators. Huh7 NPC1 promoter luciferase reporter, 24 h. Potency, µM (series often up to 9.22 µM), inactives show top-dose activation, hits mostly activators. 320,000 compounds, 2.4% hits;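 note: % of control where 0% means no effect; nearly all actives have a fitted effect of over 60% in size; reporter is driven by a mutant NPC1 promoter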
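NPC1 promoter–luciferase Huh7 cells; 24 h compound; luminescence.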
RORgamma inh = qHTS for inhibitors of ROR gamma transcriptional activity. Nuclear receptor ROR-gamma (Mus musculus), P51450. Drosophila S2 Gal4-RORgamma UAS-luciferase reporter, 20 h. Potency, µM (highest dose often 53.6 µM), without a hit: at the top dose activity change, negative = inhibition, usual class: inhibitors. 310,000 compounds, 5.4% hits; note: % is set by controls: 0 for no effect and ±100 for the full control effect; nearly all actives have a fitted effect of over 60% in size
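Drosophila S2 cells stably expressing Gal4-DBD/mouse RORγ fusion under metallothionein promoter plus UAS-luciferase; compound 1 h, then 700 uM CuSO4 induction for 20 h at ambient temperature; inhibition read as reduced luminescence.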
MLL CXXC-DNA inh = qHTS Fluorescence Polarization Assay for Inhibitors of MLL CXXC domain - DNA interaction; 290,000 compounds, 0.037% hits; Potency, µM (doses to about 115 µM), for inactives: at the highest dose activity change, negative = inhibition, hits mostly inhibitors; MLL-CXXC / FITC-HOXA9 DNA fluorescence polarization; active = well fitted inhibition curve with a large enough effect in the polarisation, with a control signal flat, not every such curve was filed as active; inconclusive = small, poorly fitted or top-dose-only effect, or effect the other way, or a change in a side signal; inactive = no such curve, though single readings can be large or run the other way; the % refers to the polarisation
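Steps: dispense CXXC domain solution (7 uM) → pin compounds or unlabeled HOX-A9 DNA control → 5 min ambient → add FLSN-HOX-A9 solution (50 nM) → spin → 30 min ambient → fluorescence polarization. Tris pH 7.5/NaCl/DTT/BSA buffer.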
ELG1 genotoxic = qHTS screen for small molecules that induce genotoxicity in human embryonic kidney (HEK293T) cells expressing luciferase-tagged ELG1; HEK293T ELG1-luciferase reporter, luminescence, 16 h; 330,000 compounds, 1.3% hits; AID 504466, 2011; Potency, µM (doses to about 46 µM), inactives show at the highest dose activity change, positive = activation, most hits filed as activators; note: % of control where 0% means no effect; nearly all actives have a fitted effect of over 60% in size
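Cells (2,000/well) expressing the ELG1-luciferase fusion are dosed by pin tool and kept 16 hr at 37 °C, 5% CO2. Signal comes from ONE-Glo luciferase reagent after 30 min at room temperature.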
MBNL1-CUG inh = qHTS Assay for Inhibitors of MBNL1-poly(CUG) RNA binding; TR-FRET MBNL1-His/biotin-(CUG)12 binding, 665/545 ratio; Potency, µM (doses to about 57.5 µM), for the others: at the top dose activity change, negative = inhibition, hits mostly inhibitors; 280,000 compounds, 0.036% hits; AID 2675, 2010; active = well fitted inhibition curve with a large enough effect in the signal ratio, with a control signal flat, not every such curve was filed as active; inconclusive = small, poorly fitted or top-dose-only effect, or effect the other way, or a change in a side signal; inactive = no such curve, though single readings can be large or run the other way; the % refers to the signal ratio; note: % is set by controls: 0 for no effect and ±100 for the full control effect
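Compounds (final 92 nM to 58 uM) are added to His-tagged MBNL1 and biotin-(CUG)12, then terbium anti-His antibody and streptavidin-XL665 (5 nM final). After 60 min at room temperature, the 665/545 nm ratio is read.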
Starred values were filed as active, the others as inactive; ? = inconclusive; · = no result given; & = joins results of further samples; [ ] = remark or other dose. Unless noted, calls come from the whole dose curve; as a rule, active = well fitted curve in the direction sought with a large enough effect; inconclusive = small, poorly fitted or top-dose-only effect, or another doubt; inactive = no such curve, though single readings can be large; an effect the other way counts as inactive or inconclusive. Potency is the fitted concentration of half-maximal effect.

smiles | ELG1 genotoxic | p53 reactivator | BRCA1 expr act | uPA generation | NPC1 prom act | MBNL1-CUG inh | FLuc counter | RORgamma inh | Rab9 promoter act | MLL CXXC-DNA inh | VP16 counter
O=C(NC12CC3CC(CC(C3)C1)C2)N1CCN(C(=O)c2ccco2)CC1 | ? | 0% | 26% | -9% | 0% | -7% | -4% | ? | 0% | 1% | 23%
Cc1cccc(NS(=O)(=O)c2cccs2)c1 | -2% | 1% | 8% | -2% | 1% | -3% | 1% | 16% | -9% | -15% | -6%
CCOC(=O)c1ccc(CN(Cc2ccccc2)S(=O)(=O)c2cccc([N+](=O)[O-])c2)cc1 | -2% | -5% | -5% | 4% | -6% | · | 0% | 6%[10 µM] | -13% | 2% | -8%
Cc1csc(CN(C)C(=O)CC2C(=O)NCCN2Cc2ccc(F)cc2Cl)n1 (configuration not stated) | 2% | 1% | -23% | -1% | -1% | 3% | -2% | -2% | 6% | 6% | -5%
c1ccc2c(c1)OCC(c1nnc3sc(-c4ccc5c(c4)OCO5)nn13)O2 (configuration not stated) | ? | ? | ? | 3% | 3% | -10% | ? | 40% | 18% | 5% | 11%
Cc1cnc(NC(=O)c2cc3c(C)nn(-c4ccccc4)c3s2)s1 | -1% | 1% | -44% | · | 2% | 9% | 2% | 0.89µM* | 0% | -8% | 1.1µM*
Cc1cccc(C(=O)NCC(=O)OCC(=O)NCCNC(=O)COC(=O)CNC(=O)c2cccc(C)c2)c1 | -2% | 18% | -1% | -1% | 1% | · | 6% | · | 2% | · | ·
COc1ccc(/C=N/NC(=O)c2c(C)n(C)c3ccc(OC)cc23)c(OC)c1 | 0% | 2% | 0% | 0% | 2% | 2% | ? | ? | 4% | 0% | -2%
CC(=O)N1c2ccc(Cl)cc2C2OCCC2C1c1ccco1 (configuration not stated) | -1% | -5% | 17% | 0% | 1% | · | -1% | 22% | 1% | 2% | 1%
CSc1cc(C)c(OCC(=O)Nc2c(C)nn(C)c2C)c(C)c1 | -9% | -2% | -16% | 8% | -2% | -3% | -1% | -5% | 1% | 1% | -7%
COc1ccc(N2CCN(C(=S)Nc3ccc(C)cc3C)CC2)cc1 | 6% | 4% | 9% | -5% | -3% | -17% | 1% | -14% | 1% | 3% | -17%
CC(=O)CCC(=O)OCC(=O)Nc1ccc(SC(F)F)cc1 | 1% | -1% | -14% | -2% | -1% | -3% | -3% | 3% | -44%[inhibitor] | 8% | 24%
CC1=CC(=C(C#N)c2nc3ccccc3s2)C=C(C)N1c1ccc(F)cc1F | 9% | 28% | -18% | 10% | ? | 18% | 1.3µM* | ? | ? | 21% | ?
Cc1cccc2sc(NC(=O)[C@@H]3CCCN3C(=O)c3cccs3)nc12 | 1% | 4% | -24% | 11% | -3% | -9% | -1% | -20% | -2% | 10% | 16%
CC(C)(C)c1cc(C(=O)N/N=C/c2ccc(F)cc2)n(-c2ccccc2)n1 | -9% | -2% | -11% | -19% | -2% | -6% | -3% | 54% | 1% | 2% | 14%[0.365 µM]
O=C(CN1C(=O)NC2(CCCCC2)C1=O)N1CCN(S(=O)(=O)c2cccc(F)c2)CC1 | 0% | -2% | 12% | 2% | -2% | -1% | 2% | -6% | -5% | 23% | -3%
NS(=O)(=O)c1ccc(NC(=O)c2c(Cl)cccc2Cl)cc1 | 0% | -1% | -4% | 0% | -4% | -7% | -3% | -12% | -12% | ? | -1%
C[C@@H](NC(=O)Cn1ccc(N)nc1=O)c1cccc2ccccc12 | 0% | 6% | 9% | 6% | 2% | · | 2% | · | -5% | · | ·
CC(=O)Oc1ccc(Oc2ccc(-c3noc(C)n3)cc2)cc1 | 23µM* | ? | 53% | -12% | 11% | -6% | ? | 23% | ? | -3% | -5%
C[C@](N)(Cc1ccc(O)cc1)C(=O)O | · | · | · | · | 3%[46.1 µM] | · | · | 0% | 1%[46.1 µM] | -10%&0% | -2%
N#Cc1ccccc1OCC(=O)OCC(=O)N1CCN(C(=O)c2ccco2)CC1 | 0% | -5% | 1% | · | -1% | 1% | -3% | -2% | 1% | -6% | 10%
N#CCCN(C(=S)NC(=O)c1cccs1)c1ccccc1F | 3% | 3% | 4% | -3% | -1% | · | 3% | · | -9% | · | ·
CCOC(=O)C(=O)c1c(-c2ccccc2)nc2ccccn12 | -5% | -3% | 0% | -6% | -1% | ? | -7% | -7% | 12% | -6% | 0%
CCOC(=O)COn1c(-n2nc(C)cc2C)nc2ccccc2c1=O | -8% | 11% | -35% | -5% | -4% | -6% | 0% | 18µM* | 4% | 3% | 14µM*
O=C(CCc1nnc2ccc(NCc3ccc(F)cc3)nn12)NC1CCCC1 | 3% | 1% | 10% | 0% | -2% | 3% | 1% | -1% | -5% | -2% | 3%
CC(C)c1ccc(-c2nn(-c3ccccc3)cc2C2C(C#N)=C(N)OC3=C2C(=O)CC(C)(C)C3)cc1 (configuration not stated) | 0% | 4% | -35% | -5% | -3% | -4% | 3% | 20% | 0% | 0% | 0%
O=C(O)c1ccc2c(c1)C1C=CCC1C(c1cc3c(cc1Br)OCO3)N2 (configuration not stated) | 3% | -6% | -45% | ? | -3% | 17% | -6% | 9% | -2% | -2% | 0%
CC(NC(=O)c1ccc2ccccc2n1)c1ccc(Br)cc1 (configuration not stated) | 0% | 7% | -28% | -6% | -2% | 6% | 9% | 0% | -4% | 3% | -4%
COc1ccc(CCNC(=O)CNCC2CCCCC2)cc1OC | -3% | 1% | -6% | -7% | -2% | -3% | 0% | -18% | -9% | 1% | 1%
CCNc1nc(NCC)nc(N/N=C/c2ccc(N(C)C)cc2)n1 | -1% | 4% | 11% | -1% | 2% | 8% | ? | 7.9µM* | -3% | -2% | ?
COc1ccc(NC(=O)Cn2nnc(C(=O)NCCc3ccccc3)c2N)c(OC)c1 | 2%[9.26 µM] | 11% | 8% | 5% | 0% | -2% | -2% | ? | -3% | 1% | ?
Cc1cc(Cl)cc2c(N=Nc3ccccc3C(=O)O)c(O)[nH]c12 | 3% | 13% | 47% | 9% | ? | -2% | 12µM* | -23% | ? | 66%[activator] | -17%
CCOc1cc(S(=O)(=O)n2ccc(C)n2)ccc1Br | 0% | 1% | 16% | -7% | 1% | 0% | -6% | 10% | -4% | 1% | 8%
COc1ccc(-c2csc3ncnc(N4CCN(C(=O)c5ccco5)CC4)c23)cc1 | -9% | -12% | 0% | -15% | -5% | · | 0% | · | -7% | · | ·
O=c1cc(CSc2n[nH]c(=O)n2C2CC2)c2ccc(O)cc2o1 | 0% | 0% | -15% | 4% | -3% | 11% | 0% | 0% | -9% | -6% | 5%
O=C(CCS(=O)(=O)c1cccs1)NC1CCCCCC1 | ? | 23% | 95% | 1% | 2.8µM* | 1% | 17µM* | 0% | 3.5µM* | -9% | -4%
COc1ccc(N(CCCN2C(=O)c3cccc4cccc(c34)C2=O)C(=O)c2cccs2)cc1 | -1% | -1% | -58% | 2% | 8% | -9% | -1% | -3% | -6% | -2% | ?
O=C(Nc1cccc(S(=O)(=O)N2CCCC2)c1)C1CCCN1C(=O)c1cccs1 (configuration not stated) | 3% | -2% | -4% | 26% | 1% | -2% | 0% | 7% | -6% | -4% | -4%
CCc1cccc(C)c1NC(=O)COn1nnc2ccc(C(F)(F)F)cc21 | 1% | -5% | 3% | 7% | -2% | 8% | 7% | 6% | -4% | 5% | -18%
c1nc(NCc2ccc3c(c2)OCO3)c2cc(-c3ccoc3)ccc2n1 | -7% | -1% | 0% | 16% | 26% | · | ? | · | -1% | · | ·
OC[C@@H]1[C@@H](c2ccc(Cl)cc2)C(c2cccc(Cl)c2)=NN1c1ccccc1 | -4% | -20% | -56% | ? | · | · | · | -5% | · | · | ?
CC(C)(C)c1ccc(OCCCn2ccnc2)cc1 | -1% | -14% | 10% | 0% | 3% | 6% | -15% | -115% | 3% | -2% | 25µM*

Not all compounds are listed, so the mix of outcomes need not match the whole.
